Source: PubChem (National Center for Advancing Translational Sciences (NCATS))
FEN1 inhibitor – qHTS Assay for the Inhibitors of Human Flap endonuclease 1 (FEN1); P39748; Recombinant FEN1 flap cleavage, fluorescence, 15 min; Potency, µM (series often up to 114 µM), without a hit: at the top dose activity change, negative = inhibition, usual class: inhibitors; actives 0.35% (n = 390,000); further: nearly all actives have a fitted effect of over 65% in size
Target sequence (P39748 whole entry, looked up): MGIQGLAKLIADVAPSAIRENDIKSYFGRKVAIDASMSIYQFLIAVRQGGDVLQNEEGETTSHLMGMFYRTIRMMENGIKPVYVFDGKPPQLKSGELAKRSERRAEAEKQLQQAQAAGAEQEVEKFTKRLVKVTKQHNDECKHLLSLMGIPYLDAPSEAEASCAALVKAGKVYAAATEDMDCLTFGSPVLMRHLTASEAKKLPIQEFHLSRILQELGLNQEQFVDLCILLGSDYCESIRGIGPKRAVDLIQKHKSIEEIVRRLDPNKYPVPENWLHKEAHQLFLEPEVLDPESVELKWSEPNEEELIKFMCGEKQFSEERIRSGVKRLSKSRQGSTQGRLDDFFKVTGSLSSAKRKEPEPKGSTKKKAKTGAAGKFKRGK
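Quantitative HTS format: each compound was titrated, incubated with 10 nM nuclease for 15 min at room temperature, then challenged with flap substrate at 50 nM final. Signal change over 15 min gave concentration–effect curves.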
N370S GC – qHTS Assay for Inhibitors and Activators of N370S glucocerebrosidase as a Potential Chaperone Treatment of Gaucher Disease. N370S GC spleen homogenate, 4MU-glucoside fluorescence. Lysosomal acid glucosylceramidase (Homo sapiens), P04062. actives 0.092% (n = 330,000). Potency, µM (top dose mostly 59.4 µM), for the others: top-dose activity change, negative = inhibition, hits mostly inhibitors;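 further: 0% = full enzyme activity and -100% = no enzyme basal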
GCN5L2 inh – qHTS Assay for Inhibitors of GCN5L2; actives 0.21% (n = 390,000); Potency, µM (doses to about 58.9 µM), without a hit: at the highest dose activity change, negative = inhibition, usual class: inhibitors; GCN5L2 HAT assay, ThioGlo1 CoA-SH fluorescence
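Compounds, pin-transferred from DMSO stocks, meet 20nM GCN5L2 for 15 min before the reaction begins with H3(1-25) peptide (75uM) and acetyl-CoA (70uM). Thiol-reactive ThioGlo1 reports CoA release over 20 min at room temperature.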
Active calls of the source: *; ? = inconclusive; / = not tested or not shown; & = joins results of further samples; [ ] = dose if it differs, or a comment. The call rests on the fitted dose curve; in most records, active means well fitted curve in the direction sought with a large enough effect; inconclusive means small, poorly fitted or top-dose-only effect, or another doubt; inactive means no such curve, though single readings can be large; an effect the other way counts as inactive or inconclusive. Unless noted, on the % scale 0 is the no-effect control and ±100 the full control effect; potency means the concentration at half of the fitted maximal effect. This is a random part of the collection (roughly 0.54% active in at least one column).

Start of the listing, in advance, four compounds:
FEN1 inhibitor | N370S GC | GCN5L2 inh | SMILES
-3.1% | / | -5.4% | O=C(COc1ccccc1)N(Cc1cccnc1)c1nc2ccc(F)cc2s1
-10.4% | 7.5% | -2.1% | COC(=O)c1cc(OC)c(OC)cc1NC(=O)CC1CCCCC1
1.0% | 7.5% | -3.4% | Cc1ccc(S(=O)(=O)Nc2ccc(S(=O)(=O)N3CCCC3)cc2)cc1
-6.8% | -33.5% | -0.3% | COc1ccc(C2NCCO2)cc1OC (stereo not drawn)

The whole of this part, from the first entry:
FEN1 inhibitor | N370S GC | GCN5L2 inh | SMILES
-3.1% | / | -5.4% | O=C(COc1ccccc1)N(Cc1cccnc1)c1nc2ccc(F)cc2s1
-10.4% | 7.5% | -2.1% | COC(=O)c1cc(OC)c(OC)cc1NC(=O)CC1CCCCC1
1.0% | 7.5% | -3.4% | Cc1ccc(S(=O)(=O)Nc2ccc(S(=O)(=O)N3CCCC3)cc2)cc1
-6.8% | -33.5% | -0.3% | COc1ccc(C2NCCO2)cc1OC (stereo not drawn)
-15.3% | 20.6% | -3.6% | Cc1ccc(NCc2nnc(SCc3ccc(C#N)cc3)n2Cc2ccco2)c(C)c1
0.1% | 0.3% | -9.2% | O=C1Nc2ccccc2O/C1=C\c1ccccc1
-5.0% | -9.7% | 30.5%[activator] | CCOC(=O)c1oc2cc(OC(C)=O)ccc2c(=O)c1-c1ccc(OC)c(OC)c1
-0.3% | / | -0.4% | Cc1cccc(CCNC(=O)C2CCCN(S(=O)(=O)c3ccc4c(c3)oc(=O)n4C)C2)c1 (stereo not drawn)
4.4% | -9.1% | -2.1% | COc1cccc(CNc2ccc(N3CCC(C)CC3)cc2)c1OC
-4.8% | / | -2.1% | CCC(C)c1ccccc1N1CC(C(=O)NCCCn2nc(C)cc2C)CC1=O (stereo not drawn)
-0.6% | / | -0.3% | Cc1noc(C)c1S(=O)(=O)N(CC(=O)Nc1ccc(C(F)(F)F)cc1)c1ccc(C(C)C)cc1
-6.4% | -8.1% | 1.3% | CC(=O)NC(Cc1ccc(C)cc1)C(=O)NC1CCN(S(=O)(=O)c2ccccc2)CC1 (stereo not drawn)
-20.1% | 18.1% | -7.5% | COc1ccc(-c2nc(-c3cccs3)c(-c3cccs3)[nH]2)cc1OC
-2.0% | -9.2% | -4.8% | Cc1nnc(SCC(=O)N2CCN(S(=O)(=O)c3ccccc3)CC2)n1Cc1ccccc1
19.5% | 4.4% | -6.9% | Cc1cccc(N(C(=O)Cn2nnc(-c3ccc(F)cc3)n2)C(C(=O)NC(C)(C)C)c2ccncc2)c1 (stereo not drawn)
-5.8% | 9.6% | -7.7% | O=C(CCl)Nc1ccc(N=Nc2ccccc2)cc1
4.1% | -18.5% | -10.1% | O=C(Cc1ccccc1)Nc1nc2ccccc2[nH]1
? | -4.3% | -6.4% | Cc1ccc(S(=O)(=O)NCc2ccc(C(=O)N3CCN(c4ccccn4)CC3)cc2)cc1
12.5% | -9.6% | -0.5% | CCOC(=O)C1(CCCc2ccccc2)CCN(C(=O)CCn2cnnn2)CC1
-5.2% | 1.0% | -3.4% | COc1ccc2[nH]c(C(=O)NCc3ccc4c(c3)OCO4)cc2c1
-5.5% | -1.4% | -0.1% | COc1ccc(C(CC(=O)O)NC(=O)COc2ccc(C)cc2)cc1OC (stereo not drawn)
17.2% | 0.7% | 2.1% | N#Cc1ccc(C(=O)N2CCN(S(=O)(=O)c3ccc(Br)s3)CC2)cc1
2.5% | 0.2% | -18.0% | COc1ccc(-n2c(SCC(=O)Nc3ccc(C)cc3)nc(O)c(Cc3ccccc3)c2=O)cc1
-3.4% | / | -0.5% | CN(Cc1ccccc1)C(=O)COC(=O)COc1ccc(Cl)cc1
-15.8% | / | -4.2% | C[C@@H]1CCCCCCCCC(=O)OCCN[C@H](C)CCCCCCCCC(=O)OCCN[C@H](C)CCCCCCCCC(=O)OCCN1
-8.6% | -9.4% | -6.5% | COc1ccc(/C(O)=C/c2nc3ccc(C(=O)NCCc4cccc(C)c4)cc3[nH]c2=O)cc1OC
-3.2% | 26.6% | 2.0% | COC(=O)c1cn(NC(=O)Cc2ccccc2Br)c(=O)c2ccccc12
-4.5% | -0.7% | -2.5% | CC(=O)Nc1ccc(S(=O)(=O)N(Cc2ccco2)CC2CCCO2)cc1 (stereo not drawn)
0.9% | -0.3% | 0.0% | CCOc1ccc2oc(C(=O)NNC(=O)c3ccccc3O)c(C)c2c1
4.1% | -1.0% | -4.9% | COc1ccc(NC(=O)CSc2nc(N)c3cc4c(nc3n2)CCCC4)cc1
1.4% | -3.1% | -0.2% | Cc1ccc(NC(=O)N2CCC(C(=O)NCc3ccccc3)CC2)cc1
-21.5% | 8.8% | -26.0% | CCSC1=C(C#N)C(c2cccc(Br)c2)CC(=O)N1 (stereo not drawn)
-18.2% | ? | -3.0% | CCCn1c2ccccc2c2nnc(SC(CC)C(=O)Nc3cc(C)on3)nc21 (stereo not drawn)
-7.6% | -9.3% | -7.9% | COc1ccccc1NC(=S)N(Cc1ccco1)Cc1cc2cccc(C)c2[nH]c1=O
12.4% | 0.7% | -6.5% | CC(C(=O)NCCN1C(=O)S/C(=C\c2cccnc2)C1=O)N1C(=O)c2ccccc2C1=O (stereo not drawn)
14.6% | 6.4% | -3.2% | COCCNC(=O)CCCCCn1c(=S)[nH]c2ccccc2c1=O
2.4% | 9.0% | -0.4% | Cc1cccc(C)c1NC(=O)C(c1cccc([N+](=O)[O-])c1)N(C)C(=O)c1ccccn1 (stereo not drawn)
1.7% | / | -2.5% | COc1ccc(-c2noc(CSc3nnc(-c4ccncc4)n3-c3ccc(C)cc3)n2)cc1OC
-19.8% | -6.7% | 0.0% | Cc1ccc(C)c(S(=O)(=O)N(C(=O)c2ccncc2)c2ccc(OC(=O)c3ccncc3)cc2)c1
-20.5% | / | 5.4% | CCOc1ccc(-c2nc(SCC(=O)Nc3cc(F)ccc3F)n3[nH]c(=O)cc3n2)cc1
17.8% | -0.5% | 0.5% | CCN1c2ccccc2S(=O)(=O)c2ccccc21
9.4% | 0.6% | 6.0% | O=C(C[n+]1ccccc1)c1ccc(NC(=O)c2ccccc2)cc1
5.6% | 3.4% | -4.3% | Cc1ccc(CC(CC(=O)Nc2cccc(C(F)(F)F)c2)C(=O)O)cc1 (stereo not drawn)
-13.5% | ? | 6.0% | CC(=O)Oc1ccc2ccc(=O)oc2c1
-1.9% | 2.4% | -3.3% | COc1ccccc1N1CCN(C(=O)COc2ccc(S(=O)(=O)NC(C)C)cc2)CC1
-2.1% | / | -0.6% | O=C(COc1ccccc1Cl)OCc1cc(=O)n2nc(C3CCCCC3)sc2n1
-1.6% | -0.7% | -4.2% | CN(C(=O)c1ccccc1NC(=O)C(F)(F)F)c1ccccc1
-6.6% | 0.4% | -4.8% | Cc1noc(C)c1S(=O)(=O)N1CCC(C(=O)NC2CCCc3ccccc32)CC1 (stereo not drawn)
-4.2% | ? | -5.6% | COc1ccc(S(=O)(=O)Nc2ccccc2OC)cc1NC(=O)CC1CC2CCC1C2 (stereo not drawn)
-11.5% | -0.5% | 1.8% | CC(Oc1ccc(Cl)cc1Cl)C(=O)Nc1ccc(N2CCN(C)CC2)cc1 (stereo not drawn)
-23.2% | -11.5% | -8.8% | O=C(C(=O)N1CCN(Cc2ccc3c(c2)OCO3)CC1)c1c[nH]c2ccccc12
-11.7% | / | -1.0% | COc1ccccc1-n1nc(-c2ccccc2)c2cnc3cc(C(F)(F)F)ccc3c21
-15.3% | 2.2% | -0.3% | O=C(NC1CCCCC1)C1CCCN(c2nnnn2-c2ccccc2)C1 (stereo not drawn)
-4.8% | 0.9% | -4.0% | CCn1c(Cc2c(C)[nH]c3ccccc23)nnc1SCC(N)=O
-2.8% | -34.3% | 14.1µM* | Cc1cccc(N2CCN(C(=O)c3ccc4c(c3)NC(=O)C(CSCc3cccc(F)c3)N4)CC2C)c1 (stereo not drawn)
-2.2% | -11.4% | -16.1% | COc1ccccc1/C=C/C=N/n1c(-c2cc(C)[nH]n2)n[nH]c1=S
-12.9% | -12.0% | -8.3% | COc1ccc(CCNC(=O)c2ccccc2NC(=O)C2=C(C)OCCS2)c(OC)c1
2.9% | 4.2% | -3.5% | CC/C(=N\NC(N)=O)c1ccc(OC)c(OC)c1
7.9% | ? | -8.5% | N#Cc1ccccc1OCC(=O)N(Cc1nnc(-c2ccccc2Cl)o1)C1CC1
9.7% | 3.7% | -2.5% | Cc1ccc(C2CC(=O)NC(SCC(=O)OCc3ccccc3)=C2C#N)o1 (stereo not drawn)

New compounds follow.
FEN1 inhibitor | N370S GC | GCN5L2 inh | SMILES
-3.9% | / | -0.1% | COc1ccc(CNC(=O)c2ccccc2SCC(=O)NCc2ccco2)cc1
7.8% | -0.5% | -2.9% | O=C(/C=C/c1ccc(F)cc1)NC(=S)Nc1ccccc1
-5.5% | 16.5% | -4.6% | CC(C)(O[C@@H]1O[C@H](CO)[C@@H](O)[C@H](O)[C@H]1O)[C@H]1Cc2cc3ccc(=O)oc3cc2O1
17.7% | / | -3.5% | COc1ccc(NC(=O)Nc2nnc(N3CCCC3)s2)cc1
-3.1% | -15.9% | 3.2% | N=C1C(=O)OCC1c1ccccc1NC(=O)CN1CCOCC1 (stereo not drawn)
5.1%&-19.0% | -12.8% | 25.2%&-3.0% | CC(C(=O)NCCSCc1cccc(Cl)c1)N(c1ccccc1)S(C)(=O)=O (stereo not drawn)
-17.7% | -13.1% | -12.4% | COc1ccc(OC)c(/C=N/NC(=O)CNC(=O)c2ccc(S(=O)(=O)N3CCCC3)cc2)c1
12.0% | -6.9% | -1.7% | CCOC(=O)C1CCN(c2c(NCc3ccc(C(=O)NC(C)CC)cc3)c(=O)c2=O)CC1 (stereo not drawn)
6.8% | -4.1% | -0.7% | Cc1cc(NC(=O)CSCC(=O)N(C)Cc2ccc(F)cc2)no1
-0.5% | 5.7% | -6.5% | Cc1cc(NC(=O)CCC(=O)N(Cc2ccco2)C(C(=O)NC2CCCC2)c2ccc(F)cc2)no1 (stereo not drawn)
-3.8% | 6.1% | -6.5% | CC1CCCCN1C(=S)Nc1ccc(OC(F)F)cc1 (stereo not drawn)
-2.8% | 21.1% | -5.0% | Cc1cc(S(=O)(=O)N(Cc2ccccn2)Cc2ccco2)ccc1-n1cnnn1
-7.8% | / | 3.8% | COc1ccc(C)cc1NC(=O)C(=O)NCCc1sc(-c2ccc(Cl)cc2)nc1C
-21.0% | -7.7% | -5.6% | CC(C)(C)n1nc2c(c1NC(=O)COc1ccc(Cl)cc1)CSC2
? | ? | ? | CC(C)(c1cc(Br)c(O)c(Br)c1)c1cc(Br)c(O)c(Br)c1
-1.3% | / | -5.6% | Cc1cc2cc(C(c3nnnn3Cc3ccccc3)N3CCc4ccccc43)c(=O)[nH]c2cc1C (stereo not drawn)
-1.6% | 1.4% | -7.5% | CCC1CCC(C(=O)NC(C(=O)NCCc2ccc(S(N)(=O)=O)cc2)C(C)C)CC1 (stereo not drawn)
-0.4% | 5.4% | -5.2% | Cc1nnc(N(Cc2ccco2)C(=O)c2ccc(C#N)cc2)s1
-0.9% | 2.4% | -0.3% | COc1ccc(NS(=O)(=O)c2ccc(C)c(NC(=O)CNC(=O)c3ccco3)c2)cc1
-16.6% | 5.2% | -10.2% | Cc1ccc(N2CC(C(=O)Nc3ccc(S(=O)(=O)N4CCOCC4)cc3)CC2=O)cc1 (stereo not drawn)
11.0% | -3.5% | -6.1% | O/N=C/c1nc2cc(Cl)ccc2o1
-9.1% | / | ? | CCOC(=O)c1ccc(S(=O)(=O)Nc2cc(S(=O)(=O)N3CCOCC3)ccc2O)cc1
-13.1% | 2.3% | 2.3% | N/C(COc1ccc(Cl)cc1)=N\NS(=O)(=O)c1ccccc1
5.7% | 19.2% | -7.0% | COc1ccc(C(=O)Nn2c(CCC(=O)O)ccc2-c2ccc(C)cc2)cc1OC
0.6% | -1.8% | -6.5% | Cc1csc(CN(C)C(=O)CC2C(=O)NCCN2Cc2ccc(F)c(F)c2)n1 (stereo not drawn)

Quoted from the listing.
Result of CCOC(=O)c1ccc(S(=O)(=O)Nc2cc(S(=O)(=O)N3CCOCC3)ccc2O)cc1 in FEN1 inhibitor: -9.1%
Result of Cc1csc(CN(C)C(=O)CC2C(=O)NCCN2Cc2ccc(F)c(F)c2)n1 (stereo not drawn) in FEN1 inhibitor: 0.6%
Result of Cc1cc2cc(C(c3nnnn3Cc3ccccc3)N3CCc4ccccc43)c(=O)[nH]c2cc1C (stereo not drawn) in FEN1 inhibitor: -1.3%
Result of O/N=C/c1nc2cc(Cl)ccc2o1 in FEN1 inhibitor: 11.0%
Result of CCC1CCC(C(=O)NC(C(=O)NCCc2ccc(S(N)(=O)=O)cc2)C(C)C)CC1 (stereo not drawn) in GCN5L2 inh: -7.5%
Result of Cc1ccc(N2CC(C(=O)Nc3ccc(S(=O)(=O)N4CCOCC4)cc3)CC2=O)cc1 (stereo not drawn) in N370S GC: 5.2%
Result of Cc1nnc(N(Cc2ccco2)C(=O)c2ccc(C#N)cc2)s1 in GCN5L2 inh: -5.2%
